Screening data from PubChem.
D1 allo mod = D1 CRE-luciferase signal change, two-sided – cell-based, HEK293 D1, dopamine EC30, D1 allosteric modulator project, primary screen | D(1A) dopamine receptor (Homo sapiens), P21728 | hit rate 5.9% among 58,000 | B-score at 10 µM | dopamine EC30 potentiation; actives deviate in either direction;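 active = luminescence count or its row- and column-corrected plate score outside the 99.7% band of the plate's sample wells, on either side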
Target sequence (P21728 whole entry, looked up): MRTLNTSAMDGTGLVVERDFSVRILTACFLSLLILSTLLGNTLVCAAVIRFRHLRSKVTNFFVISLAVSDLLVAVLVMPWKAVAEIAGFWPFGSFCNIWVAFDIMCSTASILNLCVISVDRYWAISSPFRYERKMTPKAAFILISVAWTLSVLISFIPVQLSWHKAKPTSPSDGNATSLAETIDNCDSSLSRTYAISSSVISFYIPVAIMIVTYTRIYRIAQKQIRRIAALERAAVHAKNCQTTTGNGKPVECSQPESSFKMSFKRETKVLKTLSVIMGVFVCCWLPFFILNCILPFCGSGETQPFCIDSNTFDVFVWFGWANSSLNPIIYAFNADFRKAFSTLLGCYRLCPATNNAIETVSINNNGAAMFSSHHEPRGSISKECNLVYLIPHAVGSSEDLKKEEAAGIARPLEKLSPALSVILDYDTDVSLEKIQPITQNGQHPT
Ec RNAP inh = E. coli RNAP inhibitors, biochemical; E. coli RNA polymerase, fluorescence transcription assay; DNA-directed RNA polymerase subunit beta (Escherichia coli (strain K12)), P0A8V2; hit rate 0.2% among 62,000; AID 559, 2006; inhibition, %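 (tested at 10 µM)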; in the data active = inhibition above about 20%;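 note: 0% = enzyme without compound and 100% = no enzyme blank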
tolC growth inh = growth inhibitors of E. coli tolC mutant, primary screen, strain BW25113 ΔtolC::kan, 384-well; OD615; growth inhibition, % at 10 µM (by protocol); hit rate 2.2% among 65,000; AID 573, 2007;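 active = growth inhibition at or above a cutoff equal to the mean over every tested compound plus 3 SD, cut at about 60% in these data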;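 note: growth measured after 20 h incubation at 37 °C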
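Test system: tolC-deleted E. coli BW25113; medium: LB with kanamycin 50 µg/mL; compound: single-point testing at 10 µM; incubation: 20 h compound exposure of bacteria at 37 °C; signal: OD at 615 nm; evaluation: growth inhibition in percent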
CatB block = human cathepsin B inhibitors, primary screen, biochemical, fluorogenic substrate; P07858; purified cathepsin B, fluorescence; inhibition, %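 (tested at 10 µM)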; hit rate 0.1% among 63,000; in the data active = inhibition above about 21%;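 note: 0% = enzyme with no compound and 100% = no enzyme blank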
AP ELISA ortho = alternative complement pathway inhibitors, primary screen, biochemical, ELISA, human serum, orthogonally pooled compounds | LPS-coated ELISA, C3 deposition; tested in compound mixtures | inhibition, % at 5 µM | hit rate 0.08% among 62,000;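 active = inhibition above 30% in each of the two pooled mixtures holding the compound, so the lower value exceeds 30%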;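 note: 0% = serum in Mg-EGTA without compound and 100% = EDTA serum blank; some compounds past the cut are filed as inactive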
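Assay system: Human serum alternative complement pathway, C3 deposition on LPS-coated wells | Incubation: 1 h serum-compound exposure at 37 °C | Doses: 5 µM per compound in ten-compound mixtures | Read-out: Percent inhibition | Technique: ELISA with HRP anti-human C3 antibody, TMB substrate, absorbance 450 nm | Replication: Two pool placements per compound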
Hsp90 inh = tumor Hsp90 inhibitors, primary screen, cell lysate, fluorescence polarization, NCI-N417 lysate | Heat shock protein HSP 90-alpha (Homo sapiens), P07900 | inhibition, % at 30 µM | Cy3B-geldanamycin FP displacement | hit rate 0.35% among 64,000;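 active = inhibition above 50%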;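 note: 0% = tracer plus lysate wells and 100% = tracer alone without lysate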
DUSP1 inh = MKP-1 phosphatase inhibitors, primary screen, biochemical, in vitro | Dual specificity protein phosphatase 1 (Homo sapiens), P28562 | recombinant MKP-1, OMFP hydrolysis fluorescence | inhibition, %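 (compounds tested at a single concentration somewhere between 10 and 100 µM)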 | hit rate 0.15% among 65,000 | AID 374, 2006;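 active = inhibition above about 50%, limit read from the data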;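 note: 0% = DMSO max control wells and 100% = wells with enzyme stopped by NaOH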
CatB mix inh = cathepsin B inhibitors from pooled compounds, primary screen, biochemical, compound mixtures, AMC fluorescence; AID 488, 2006; inhibition, %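 (ten-compound pools at 5 µM per compound and 50 µM total)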; hit rate 0.06% among 62,000; Purified cathepsin B, AMC dipeptide fluorescence; P07858; in the data active = inhibition above about 22%, passing the limit was not always enough;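 note: 0% = enzyme without compound and 100% = no enzyme blank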
Cdc25B block = inhibitors of Cdc25B phosphatase catalytic domain, primary screen, biochemical, OMFP fluorescence. M-phase inducer phosphatase 2 (Homo sapiens), P30305. recombinant Cdc25B, OMFP fluorescence Ex485/Em525. inhibition, %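 (compounds tested at 10 µM final in the well)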. hit rate 0.1% among 65,000; in the data active = inhibition above about 50%
Target sequence (P30305 whole entry, looked up, the tested form may be a part): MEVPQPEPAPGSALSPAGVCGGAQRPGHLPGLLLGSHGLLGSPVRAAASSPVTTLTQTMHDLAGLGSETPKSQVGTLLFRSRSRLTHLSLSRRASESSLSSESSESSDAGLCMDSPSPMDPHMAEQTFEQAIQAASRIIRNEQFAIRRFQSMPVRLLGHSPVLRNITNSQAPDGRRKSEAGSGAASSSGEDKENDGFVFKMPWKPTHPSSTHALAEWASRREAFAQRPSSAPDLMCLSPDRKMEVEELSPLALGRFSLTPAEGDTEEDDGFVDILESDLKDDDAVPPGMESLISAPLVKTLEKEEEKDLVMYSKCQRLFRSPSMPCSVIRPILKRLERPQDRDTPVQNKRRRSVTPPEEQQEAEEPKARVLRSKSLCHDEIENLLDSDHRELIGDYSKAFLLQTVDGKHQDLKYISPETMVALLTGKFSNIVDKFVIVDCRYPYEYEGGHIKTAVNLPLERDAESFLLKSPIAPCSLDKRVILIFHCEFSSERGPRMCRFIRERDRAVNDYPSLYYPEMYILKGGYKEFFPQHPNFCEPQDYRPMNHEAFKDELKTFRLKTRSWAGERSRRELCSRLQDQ
Starred values were filed as active, the others as inactive; · = no result given.

SMILES	D1 allo mod	Ec RNAP inh	tolC growth inh	CatB block	AP ELISA ortho	Hsp90 inh	DUSP1 inh	CatB mix inh	Cdc25B block
Cc1nc(Nc2ncc3c(n2)CC(C)(C)CC3=O)nc2ccccc12	·	8	8	0	·	-2	-27	·	-24
CCOC(=O)/C(C(N)=NC(C)C)=C(\O)c1ccccc1	0.78	2	-7	3	4	-2	7	0	2
Cc1cc(C)cc(N(C(=O)CNC(=O)c2ccco2)C(C(=O)NC2CCCC2)c2cccnc2)c1 (stereo not drawn)	-0.035	7	-8	4	3	-2	-2	-6	-14
CSCCC(NC(N)=O)C(=O)NCC1CCCCC1 (stereo not drawn)	·	2	-3	8	15	-1	-6	2	-3
C#CC(CO)N(CCN(Cc1ccccc1)C(C#C)CO)Cc1ccccc1 (stereo not drawn)	0.075	7	42	1	13	-1	8	8	5
CCC(=O)c1cc(F)c(N2CCN(S(=O)(=O)c3ccccc3)CC2)cc1C	0.11	3	41	0	7	·	13	1	-7
COCC(C)n1c(SCc2ccc(C(=O)OC)o2)nc2ccccc2c1=O (stereo not drawn)	-0.79	-5	33	-2	8	-2	9	0	-15
CCOc1ccc(NC(=O)C2CC(=O)N(CC)C(=Nc3ccc4c(c3)OCO4)S2)cc1 (stereo not drawn)	0.29	1	-5	3	1	1	2	2	-16
Cc1ccc(Nc2nc(N)nc(CSc3nccn3C)n2)c(C)c1	-0.34	3	1	5	5	0	-8	1	-21
CCOC(=O)c1ccccc1NC(=O)COC	·	2	14	-1	7	-7	16	2	-3
N#CCCS(=O)(=O)c1nnnn1-c1ccccc1	0.29	1	-27	-5	11	0	-45	5	-3
CC(=O)Nc1cnn(Cc2ccc(Br)cc2)c1	-0.059	3	5	4	7	-2	-1	1	-10
CCOC(=O)N1CCC(N2C(=O)c3ccc(C(=O)NCc4ccco4)cc3C2=O)CC1	-0.0074	3	-2	-1	6	-6	-14	-5	-6
COc1ccc(CN2CC(C(=O)NCCCOC(C)C)CC2=O)cc1 (stereo not drawn)	-0.061	5	-8	0	11	-3	1	-7	-1
COc1ccc(OC)c(NC(=O)CSC2=C(C#N)C(c3ccco3)C3=C(CCCC3=O)N2)c1 (stereo not drawn)	·	0	0	-6	·	-4	-18	·	12
CCCCn1nnc(NC(=O)c2ccco2)n1	-0.49	7	-16	0	6	-2	1	3	-5
CCNc1nc(NCC)nc(OCCOC(=O)c2ccccc2)n1	6.9*	11	7	2	-4	7	-3	2	6
CCOC(=O)CSc1nc2c(c(=O)[nH]c(=O)n2C)n1C/C=C(/C)Cl	3	2	-8	-6	14	-4	-4	4	0
CCCN(CCC)CCNc1c(N2CCN(C(=O)OCC)CC2)c(=O)c1=O	·	1	-14	4	8	1	5	4	-11
COCCCNC(=O)CC(NS(=O)(=O)c1ccc(OC)cc1)c1ccc(OC)cc1 (stereo not drawn)	0.047	5	-4	6	7	-3	2	1	-18

Results in AP ELISA ortho and DUSP1 inh, for 3 of the compounds above:
molecule	AP ELISA ortho	DUSP1 inh
CCOC(=O)CSc1nc2c(c(=O)[nH]c(=O)n2C)n1C/C=C(/C)Cl	14	-4
CCCN(CCC)CCNc1c(N2CCN(C(=O)OCC)CC2)c(=O)c1=O	8	5
COCCCNC(=O)CC(NS(=O)(=O)c1ccc(OC)cc1)c1ccc(OC)cc1 (stereo not drawn)	7	2

(continued)
SMILES	D1 allo mod	Ec RNAP inh	tolC growth inh	CatB block	AP ELISA ortho	Hsp90 inh	DUSP1 inh	CatB mix inh	Cdc25B block
COc1cc(OC)cc(C(=O)NC2CC3CCC(C2)N3Cc2ccco2)c1 (stereo not drawn)	-2.2	4	-17	1	-12	1	-20	-1	-4
O=C(Nc1ccc2oc(-c3cccnc3)nc2c1)c1cccnc1	0.26	6	-17	1	5	-3	0	-1	-5
O=C(NCc1ccco1)c1ccc(OCC2CCCO2)cc1 (stereo not drawn)	0.1	-1	-4	3	11	-5	-15	6	3
CCn1c(SCc2nc3ccccc3s2)nc2cc(S(=O)(=O)N3CCOCC3)ccc21	-2.4	4	3	3	4	-14	32	-7	-13
O=C(CC12CC3CC(CC(C3)C1)C2)N1CCOCC1	0.33	7	-2	3	12	3	5	4	-11
Fc1ccc(OCc2nn3cnnc3s2)cc1	-4*	6	-12	-6	9	-5	-9	3	-5
CCc1cc2c(=O)c(-c3nc4ccccc4[nH]3)coc2cc1OC(=O)N1CCOCC1	-0.38	10	-3	4	7	-4	5	1	19
Cc1ccc(C)c(N2CCN(C(=O)c3ccc(CS(=O)(=O)c4ccccc4C)o3)CC2)c1	-0.39	4	52	16	9	-1	31	3	-18
Cc1ccc2c(c1)cc(CN(CCc1ccccc1)C(=O)N1CCOCC1)c1nnnn12	0.082	3	22	-8	11	4	32	-2	15
Cc1ccccc1C(=O)Nc1ccc(Br)cn1	0.035	1	-4	1	21	-2	-3	0	-17
Cc1cccc(NC(=O)c2ccc3ccccc3n2)n1	0.54	6	5	3	14	-2	-8	6	-18
Cn1c(C(=O)NC2CCCCC2)cc2sccc21	-0.52	4	22	1	-1	10	-11	-3	-8
CCOc1ccc(-c2nc(-c3ccc(OC)c(OC)c3)no2)cc1OCC	-0.4	3	1	-1	3	-5	6	3	-13
Cc1csc(SCC(=O)c2cc(C)n(Cc3cccs3)c2C)n1	-5.2*	13	36	1	5	-2	-15	56	-3
O=C(CN(C(=O)Cn1nnc(-c2cccs2)n1)c1ccc2c(c1)OCCO2)NC1CCCCC1	0.56	0	34	-1	5	-2	21	-1	14
Cc1noc(C)c1S(=O)(=O)N1CCCC(C(=O)NCCc2ccccc2)C1 (stereo not drawn)	0.19	4	-25	3	7	-3	6	-1	1
Cn1c(SCC(=O)NC2CC2)nnc1-c1ccco1	-0.026	5	-21	1	8	2	-9	3	-5
Cc1cc(C(F)F)n2ncc(C(=O)NCc3ccccc3)c2n1	·	0	10	-5	27	0	6	3	-13
COc1cc(C(=O)n2nc(C)cc2C)cc(OC)c1OC	0.035	7	-1	-3	1	-4	7	-5	-15
COc1ccc(OC)c(C2NC(=O)NC(C)=C2C(=O)Nc2ccc(C)cc2)c1 (stereo not drawn)	0.54	-1	-1	3	10	-1	4	1	-5
O=C(NC1CCCC1)c1cnc2n(c1=O)CCS2	0.34	14	-23	-5	12	-1	-5	2	-4
O=C(CSc1ccc(Cl)cc1)Nn1cnnc1	-0.098	-4	-6	4	-22	-3	-11	2	-3
O=C(NCc1cccs1)c1ccc(N2CCCCC2)nc1	0.66	2	0	0	8	2	10	2	9
O=C(NCC(=O)N(CCN1CCOCC1)C(C(=O)NC1CCCC1)c1cccs1)c1ccco1 (stereo not drawn)	·	8	-5	2	1	1	6	2	-15
CCn1c(C(Cc2ccccc2)NC(=O)COC)nc2ccccc21 (stereo not drawn)	-0.021	7	-8	0	11	-3	2	-8	1
Cc1ccc(-c2csc(=S)n2CC(=O)OCC(=O)NCc2ccco2)cc1	-1.9	6	-7	6	3	-7	14	1	-9
CCN(CC)CCCN1C(=O)C(=O)/C(=C(/O)c2ccc(OC)cc2)C1c1ccco1 (stereo not drawn)	·	15	13	4	8	-2	-29	3	20
Cn1c(CN2CCCCC2)nc2cc(NS(=O)(=O)c3ccc(Cl)cc3)ccc21	0.52	5	46	9	-19	-10	19	7	-6
Cc1cccc(NC(=O)CSc2nnc(CSc3nc(C)cc(C)n3)n2Cc2ccco2)c1	1.8	5	10	-4	5	-3	39	5	-1
CCOC(=O)C(CCC#N)(CCC#N)C(=O)OCC	0.75	5	-17	2	-5	-6	3	-4	-4
Cc1ccc(S(=O)(=O)NC(=O)N2CCC(C)CC2)cc1	-1.1	-3	-4	2	18	-1	1	-3	-12
COc1ccc(-n2c(SCC#N)nnc2-c2cccnc2)cc1	0.58	-11	7	-1	-12	-1	-28	1	-10
COc1ccc(CCNc2ncnc3[nH]ncc23)cc1OC	3.3	6	-10	2	15	2	3	4	8
c1csc(C(c2nnnn2C2CCCC2)N2CCOCC2)c1 (stereo not drawn)	·	6	-10	-8	20	3	10	5	3
Cc1cccc(Nc2ccccc2)c1	·	2	-3	2	7	·	13	3	1
COc1ccc(-c2csc(N3CCN(Cc4ccc5c(c4)OCO5)CC3)n2)cc1	0.33	0	5	1	14	-2	-17	-2	-16
CC(C)OC(=O)Cn1cnc2ccc(Br)cc2c1=O	-0.88	3	-5	7	7	-1	-7	-1	-1
CCCNC(=O)c1ccccc1NS(=O)(=O)c1ccc(OC)c(OC)c1	0.08	3	1	3	8	-6	-9	0	-6
CCOC(=O)C1CCCN(C(=O)c2sc3nc(-c4ccc(OC)cc4)cn3c2C)C1 (stereo not drawn)	-0.39	8	6	-4	0	0	33	-2	-12
Cc1nn2cc(-c3ccc(N)cc3)nc2s1	2	8	8	3	5	-5	10	7	-3

Record cards (already shown):
O=C(NCC(=O)N(CCN1CCOCC1)C(C(=O)NC1CCCC1)c1cccs1)c1ccco1 (stereo not drawn) as listed: D1 allo mod = ·; Ec RNAP inh = 8; tolC growth inh = -5; CatB block = 2; AP ELISA ortho = 1; Hsp90 inh = 1; DUSP1 inh = 6; CatB mix inh = 2; Cdc25B block = -15
O=C(NCc1cccs1)c1ccc(N2CCCCC2)nc1 as listed: D1 allo mod = 0.66; Ec RNAP inh = 2; tolC growth inh = 0; CatB block = 0; AP ELISA ortho = 8; Hsp90 inh = 2; DUSP1 inh = 10; CatB mix inh = 2; Cdc25B block = 9

Next section
SMILES	D1 allo mod	Ec RNAP inh	tolC growth inh	CatB block	AP ELISA ortho	Hsp90 inh	DUSP1 inh	CatB mix inh	Cdc25B block
CC(C)C(c1nnnn1C1CCCC1)N1CCN(c2ccccc2F)CC1 (stereo not drawn)	-0.085	7	10	3	11	-1	-13	2	-10
CCCCc1nc2ccccc2n2cc3c(=O)n(C)c(=O)n(C)c3c12	1.9	8	7	6	6	-4	-7	8	-15
COC(=O)c1ccc(Oc2nc(Nc3ccc(F)cc3)nc(N3CCCC3)n2)cc1	0.0086	2	-10	-5	9	-1	1	3	3
Cc1onc(-c2ccccc2)c1C(=O)Nc1ccc(S(=O)(=O)NC2=NCCCCC2)cc1	-1.1	-4	0	-5	10	2	24	-2	-6
O=C1NC2(CCCCC2)N=C1c1ccccc1	-1.5	5	-14	-1	1	2	-4	-2	5
CCCC(=O)N1c2ccccc2[C@@H](N(C(C)=O)c2ccccc2)C[C@H]1C	-0.72	3	10	0	-3	0	-16	-1	4
COc1ccc(CN2CC(C(=O)N3CCOCC3)CC2=O)cc1 (stereo not drawn)	·	6	-10	-1	16	1	-8	7	-6
CC(=O)N=c1sc2nc3ccccc3nc2n1N(C(C)=O)C(C)=O	2.8*	12	-9	7	10	-7	-8	6	4
CCCCNS(=O)(=O)c1cccc(S(=O)(=O)N2CCCC2)c1	0.25	1	-14	0	-1	1	-19	-1	0
O=C(NC1CCCCC1)C(c1ccccc1)N(Cc1ccco1)C(=O)Cn1cnc2ccccc21 (stereo not drawn)	-0.6	5	12	1	-4	1	16	3	7
Cc1c(C)n(C(=O)CN2CCN(c3ccccn3)CC2)c2ccccc12	-1.1	9	20	6	10	-11	1	3	-10
COc1ccc(S(=O)(=O)N2CCCC(C(=O)NCc3ccncc3)C2)cc1Cl (stereo not drawn)	-0.44	4	1	0	9	-2	1	-2	-4
